From PubChem BioAssay
GSK3beta inhib: inhibitors of human GSK3beta kinase; GST-GSK3beta kinase, ADP-Glo luminescence, 60 min; hits give low values; 300,000 compounds, 0.038% hits; AID 2097; activity score (negative = inhibition), % at 10 µM;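 active means more than half of replicate wells score below -50%, meaning over 50% inhibition versus plate controls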;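 further: 0% = median DMSO wells and -100% = median GW8510 positive control wells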
Target sequence (P49841 whole entry, looked up): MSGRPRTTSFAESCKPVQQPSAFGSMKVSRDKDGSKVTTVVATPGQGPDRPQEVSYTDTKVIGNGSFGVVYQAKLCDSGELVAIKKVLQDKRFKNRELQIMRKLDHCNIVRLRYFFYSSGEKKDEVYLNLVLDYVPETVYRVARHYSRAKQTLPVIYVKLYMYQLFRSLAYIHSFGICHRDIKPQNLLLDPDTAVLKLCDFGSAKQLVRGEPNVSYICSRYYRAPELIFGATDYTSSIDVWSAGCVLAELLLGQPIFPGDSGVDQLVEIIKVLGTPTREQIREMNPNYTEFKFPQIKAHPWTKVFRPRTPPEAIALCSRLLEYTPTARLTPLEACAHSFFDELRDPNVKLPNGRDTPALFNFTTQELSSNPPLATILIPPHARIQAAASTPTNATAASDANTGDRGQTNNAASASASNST
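Test system: GST-fused GSK3beta enzyme, cell-free | Quantity: 1.6 ng GST-GSK3beta enzyme per well | Reagent: 25 µM ATP with peptide substrate | Schedule: 60 min enzyme reaction, room temperature | Signal: Luminescent ADP-Glo measurement of ADP formed | Read-out basis: Score relative to plate controls | Control set: DMSO and 20 µM GW8510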
HSP90 inh: HSP90 refolding inhibition in rabbit reticulocyte lysate; inhibition, % at 5.6 µM; 290,000 compounds, 0.91% hits; luciferase refolding luminescence, 3 h;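 active means inhibition above the screen-wide mean plus 3 SD, computed separately per campaign, cut at about 16% in these data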;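 further: 0% = DMSO wells and 100% = 60 µM geldanamycin wells; inhibitors lower the luminescence because luciferase stays unfolded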
GSK3 alpha inh: blocks human GSK-3 alpha kinase; P49840; ADP-Glo luminescence, 60 min; inhibition, % at 10 µM; 320,000 compounds, 0.1% hits; AID 2650;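 in the data active means inhibition above about 50%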;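 further: GST-tagged GSK-3 alpha with peptide substrate and 25 µM ATP; 0% = DMSO neutral wells and 100% = GW8510 positive control wells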
Target sequence (P49840 whole entry, looked up): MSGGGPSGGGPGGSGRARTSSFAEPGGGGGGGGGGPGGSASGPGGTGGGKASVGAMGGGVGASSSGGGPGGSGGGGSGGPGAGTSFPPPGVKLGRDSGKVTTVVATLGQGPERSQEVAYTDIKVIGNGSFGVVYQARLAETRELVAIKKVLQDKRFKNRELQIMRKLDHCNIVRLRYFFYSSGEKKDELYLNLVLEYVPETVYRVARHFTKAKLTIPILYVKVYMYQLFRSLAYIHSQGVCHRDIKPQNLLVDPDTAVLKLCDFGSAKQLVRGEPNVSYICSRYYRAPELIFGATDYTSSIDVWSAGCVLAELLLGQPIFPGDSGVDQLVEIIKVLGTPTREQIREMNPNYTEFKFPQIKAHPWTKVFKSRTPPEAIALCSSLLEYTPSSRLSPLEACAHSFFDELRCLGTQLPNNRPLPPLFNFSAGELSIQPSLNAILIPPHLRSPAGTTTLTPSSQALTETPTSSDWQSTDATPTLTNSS
IEC-6 cytotox: kills IEC-6 intestinal cells in KLF5 counter-screen. 290,000 compounds, 0.78% hits. IEC-6 cytotoxicity, luminescence viability. inhibition, % at 5 µM; in the data active means inhibition above about 22%;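 further: 0% = plate median of test compound wells and 100% = cytotoxic reference compound wells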
HSF1 inh: HSF1 inhibition | NIH3T3-HGL HSE-luciferase, MG132-induced, luminescence 8 h; hits give low values | activity change, negative = inhibition, % at 7.5 µM (by protocol) | 300,000 compounds, 0.77% hits;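 active means more than half of replicate wells show activity change below -50%, luminescence cut by over half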;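 further: luciferase reports HSF-1 transcriptional activity via heat shock element; 0% = median of DMSO wells and -100% = zero luminescence signal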
AI-2 QS mod: modulators of Vibrio harveyi AI-2 quorum sensing system | 300,000 compounds, 0.4% hits | Vibrio harveyi JMH597 AI-2 luminescence/OD600 ratio, 9 h; hits give low values; strain lacks LuxN and CqsS sensors; 0 = neutral-control median | AID 2094 | activity change, % at 7.5 µM; in the data active means activity change below about -75%, passing the limit was not always enough;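 further: luminescence divided by OD600 gain over 9 h not by final OD600 alone; inactives centre near 13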
KLF5 inh: suppresses KLF5 promoter-driven expression; DLD-1 KLF5 promoter-luciferase reporter, luminescence; inhibition, % at 5 µM; 290,000 compounds, 0.23% hits; AID 1700;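 active means inhibition above a per-plate limit of that plate's mean compound inhibition plus 3 SD, cut at about 60% in these data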;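 further: 0% = DMSO wells and 100% = LY294002 at 200 µM; higher means less KLF5 promoter-driven luciferase light; inactives centre near -14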
aSyn 5UTR inh: MLPCN primary screen, SNCA 5' untranslated region. alpha-synuclein 5'UTR reporter, inhibitor activity. inhibition, % (tested at 7.5 µM). 300,000 compounds, 0.82% hits; in the data active means inhibition above about 60%;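 further: H4 neuroglioblastoma cells stably carrying SNCA 5'UTR luciferase fusion; 0% = DMSO wells and 100% = positive control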
HIF activator: HIF pathway transcriptional activation; 300,000 compounds, 0.32% hits; U2OS HRE-luciferase reporter, luminescence; normalized: DMSO 0%, desferrioxamine 100%; activation, % at 7.5 µM (by protocol);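 active means mean activation of at least 10% of the iron chelator positive control signal, with at least half of replicates also reaching 10%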
HSF1 activator: increases HSF-1 driven luciferase reporter signal | 300,000 compounds, 1.7% hits | NIH3T3-HGL HSF-1 luciferase reporter, MG132, 8 h; 100% = twice DMSO control signal | activation, % at 9 µM | AID 504408;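 active means mean replicate activation of at least 50% with a set share of replicates each reaching 50%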;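 further: 0% = median of the neutral control wells and 100% = twice that signal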
The depositor's hits bear a star; x = not tested or not shown.

molecule,GSK3beta inhib,HSP90 inh,GSK3 alpha inh,IEC-6 cytotox,HSF1 inh,AI-2 QS mod,KLF5 inh,aSyn 5UTR inh,HIF activator,HSF1 activator
C/C(=N\NC(=O)c1ccn(C)n1)c1ccc(NC(=O)C2CCCC2)cc1,3.2,-0.8,-1.2,1.1,9.3,7.2,-35.3,-18.9,-21.3,32.0
Cc1ccc(O)c(NC(=O)CSc2n[nH]c(C)c2[N+](=O)[O-])c1,1.0,1.6,0.1,-5.7,48.4,-4.8,-17.3,-44.6,-0.1,72.7*
O=[N+]([O-])c1c(Nc2cccc(O)c2)cc(Cl)c2nonc12,-10.8,-0.3,19.6,99.5*,163.3,-219.3*,4.1,25.0,-1.6,163.8*
CCOc1ccccc1CN1CCCC(C(=O)c2ccc(OC)c(OC)c2)C1 (stereo unspecified),1.2,-1.3,-1.8,6.1,-1.4,32.3,-32.2,26.3,-0.2,-5.4
NC(=O)c1nsnc1-c1ccccc1O,1.6,0.9,0.1,-3.7,1.3,4.3,1.6,-6.1,-0.2,9.0
COc1ccc(NC(=O)c2cccc(S(=O)(=O)N3CCCCC3)c2)c(OC)c1,-1.4,1.5,1.1,4.4,2.2,11.2,-25.9,34.9,-0.2,8.4
CCC1(c2ccccc2)NC(=S)N(c2ccc(C)cc2)N1 (stereo unspecified),2.2,-0.1,-2.5,-3.3,25.7,11.9,-29.6,-85.4,5.3,44.0
CCCCOc1ccccc1NC(=O)c1ccc(=O)[nH]c1,-1.4,0.8,-2.6,-3.9,-1.2,6.4,-38.0,-4.6,-0.7,24.6
O=S(=O)(Nc1ccccc1O)c1cccc2cccnc12,-1.9,-0.6,-2.2,0.0,35.6,1.5,0.8,23.7,0.3,77.7*
CNCCC=C1c2ccccc2CCc2ccccc21,-8.8,2.7,2.0,-0.8,-2.8,21.9,-5.6,-9.5,-0.4,-3.2
CCOc1ccc(CNC(=S)NCc2ccc(OCC)cc2)cc1,1.5,-0.2,-0.6,2.4,-2.5,14.0,-14.1,-20.1,0.1,-11.6
COc1ccc(NC(=O)CN(C)C(=O)Cn2cnc3c2c(=O)n(C)c(=O)n3C)cc1,-4.2,x,-4.0,x,0.1,26.9,x,6.5,-3.3,0.4
O=C(CN1C(=O)NC2(CCCC2)C1=O)NNC(=O)c1ccccc1,2.1,x,1.1,x,-1.8,-5.4,x,3.5,-0.3,-9.9
CCOc1ccc(N/C(SCc2cccc([N+](=O)[O-])c2)=C(/C#N)C(N)=O)cc1,-9.2,-0.4,8.9,-18.2,13.4,6.3,0.7,-21.2,0.2,11.9
N#Cc1cc2ccccc2nc1SCC(=O)NC1CC1,-0.5,2.9,1.4,2.7,-3.4,2.4,-43.4,-58.5,0.9,14.6
Cn1cccc1-c1nc2ccc(NC(=O)c3cccs3)cc2[nH]1,-4.3,5.7,-10.4,-8.8,7.2,-4.8,-83.2,-114.7,2.2,11.0
COCCNC(=O)CC(=O)N/N=C/c1ccc(C(=O)OC)cc1,-0.5,-3.7,-3.5,-2.4,-2.3,42.3,-10.6,12.6,0.0,-13.8
COCc1cc(C)nc(SCC[N+](C)(C)CC(=O)c2ccc(Br)cc2)c1C#N,-2.6,5.6,-2.3,3.0,-3.0,6.1,-42.6,24.2,0.1,3.7
CCOC(=O)N1CCC(NS(=O)(=O)c2ccc3c(c2)oc(=O)n3C)CC1,-0.5,0.9,-0.5,-4.2,14.6,5.8,-23.5,-32.4,0.0,3.5
Cc1ccc(NC(=O)CSc2nc3[nH]ncc3c(=O)[nH]2)cc1Cl,-20.1,x,-1.4,x,-2.8,14.0,x,-10.7,-1.2,11.0
NC(=S)n1[nH]c(-c2ccc([N+](=O)[O-])cc2)c(N=Nc2cccc(Cl)c2)c1=O,-1.0,2.0,x,-7.5,8.1,-1.8,-12.8,12.1,-0.2,17.4
COc1ccc(S(=O)(=O)Nc2c(NC3CCCCC3)c3ccccc3oc2=O)cc1,0.0,-5.7,-1.0,-7.4,-2.8,15.3,-11.0,-7.1,0.0,0.4
O=C(NNc1ccc(F)cc1F)c1c(F)cccc1Cl,-2.4,2.1,-3.6,0.0,4.8,8.1,-6.0,1.7,-0.5,15.7
Cc1n[nH]c(=O)nc1NCCc1ccccc1,-1.0,1.6,-1.3,3.0,1.1,9.4,-35.4,-4.4,-0.2,-0.1
C[n+]1cccc(O)c1SCc1ccccc1,-1.1,x,-1.9,x,4.4,24.2,x,0.2,1.2,-7.5
O=C(CSc1nc2ccccc2o1)Nc1cc(C(F)(F)F)ccc1N1CCOCC1,0.9,4.1,-2.1,3.0,15.5,2.4,1.1,-12.6,0.4,3.0
COC(=O)c1ccc(NC(=O)CCC(=O)c2ccc(F)cc2)cc1,2.3,-2.5,-1.2,-3.4,-5.0,-32.9,3.8,-5.3,-0.4,-2.8
Cc1ccc(Cl)cc1N1CCN(S(=O)(=O)c2c(C)[nH]c(C)c2C(=O)N2CCCCC2)CC1,-1.1,-3.5,4.0,2.5,-1.7,10.3,-2.1,0.3,0.0,13.1
CC(C)C[C@H](NC(=O)N1CC(=O)Nc2ccccc21)C(=O)N[C@@H](Cc1ccccc1)C(=O)O,1.6,2.7,1.4,-2.3,-3.0,14.8,-3.9,32.0,0.1,3.0
C=CCN(C(=O)c1ccccc1)C1CCS(=O)(=O)C1 (stereo unspecified),0.5,1.2,-2.8,-1.1,-0.3,16.7,-8.8,5.2,-0.3,9.2
CC1=CCC2([N+](=O)[O-])CN(CC(=O)O)CC1([N+](=O)[O-])C2 (stereo unspecified),-1.1,-3.2,-5.2,-0.8,-4.8,2.8,7.7,28.7,-0.2,12.8
COc1ccc(CSc2nnc(Cc3sc(-c4ccccc4)nc3-c3ccccc3)o2)cc1,0.5,-0.5,-0.1,-7.5,4.9,29.1,-6.0,-6.3,-31.4,32.4
Cc1ccc(N(CCC#N)C(=O)COC(=O)C2CCN(S(=O)(=O)c3ccc(C)c(C)c3)CC2)cc1,2.4,x,-0.9,x,-5.9,19.2,x,1.2,0.2,-1.5
CCOC(=O)CSc1nnc(-c2ccoc2C)n1-c1ccc(OCC)cc1,-0.7,-1.2,-2.7,4.7,-2.0,0.9,0.4,-0.9,-0.3,14.8
COc1ccccc1NC(=O)CCc1nc(-c2cccs2)no1,-0.4,4.6,1.9,0.6,-6.2,15.2,-14.8,16.4,-2.3,2.5
O=C(Nc1nccs1)c1ccc(Br)s1,-6.1,3.5,x,8.6,15.4,1.6,-75.1,-153.2,x,21.4
COc1cccc(OCCSc2nc(N)cc(N)n2)c1,-2.2,-1.0,1.0,-1.1,11.5,17.5,-110.3,-37.5,2.5,19.7
Cc1ccc(C2=Nc3ccccc3N=C(c3ccco3)C2)c(O)c1,2.4,-1.6,9.3,3.0,7.8,12.5,-14.8,-12.5,0.6,11.0
COc1ccccc1N1CCN(C(=O)CCC(=O)N2CCN(c3ccc(F)cc3)CC2)CC1,2.2,-0.9,0.3,-1.5,-4.4,1.4,-22.9,18.4,-20.8,5.1
Cc1ccccc1OCc1nc(-c2ccc(Br)o2)no1,0.4,-0.9,-2.4,3.4,9.0,-51.8,-10.9,-38.1,1.9,25.4

Profiles, looked up by structure. Values in the order: GSK3beta inhib	HSP90 inh	GSK3 alpha inh	IEC-6 cytotox	HSF1 inh	AI-2 QS mod	KLF5 inh	aSyn 5UTR inh	HIF activator	HSF1 activator
Entry for COc1ccc(CSc2nnc(Cc3sc(-c4ccccc4)nc3-c3ccccc3)o2)cc1 : 0.5	-0.5	-0.1	-7.5	4.9	29.1	-6.0	-6.3	-31.4	32.4
Entry for COc1cccc(OCCSc2nc(N)cc(N)n2)c1 : -2.2	-1.0	1.0	-1.1	11.5	17.5	-110.3	-37.5	2.5	19.7

Next results follow:
molecule,GSK3beta inhib,HSP90 inh,GSK3 alpha inh,IEC-6 cytotox,HSF1 inh,AI-2 QS mod,KLF5 inh,aSyn 5UTR inh,HIF activator,HSF1 activator
O=C(CN1CCCCCCC1)N/N=C/c1ccc([N+](=O)[O-])o1,x,6.4,-4.0,-8.0,-1.8,x,-7.0,-28.2,0.7,-5.8
CCOc1ccccc1C(=O)N[C@H](C(=O)Nc1nc2c(s1)CCCC2)C(C)C,-0.9,-0.4,-2.3,2.9,-2.9,15.6,-19.1,-86.7,0.9,22.2
CC(=O)OCc1cc(-c2nn(C)c(=O)c3ccccc23)ccc1C,-6.1,5.1,0.1,9.4,-0.2,25.2,-23.2,14.4,-1.2,16.1
COc1ccc(CCNC(=O)c2ccc(CS(=O)(=O)c3ccc(Cl)cc3)o2)cc1OC,3.1,-4.2,x,-8.6,-0.1,8.5,-22.9,-1.3,0.0,8.3
O=C(NCc1ccco1)Nc1ccc(Br)cc1,-0.6,0.2,0.6,-3.5,1.2,7.1,-32.3,-118.6,2.0,11.0
CCC(Oc1nc2ccccc2nc1-c1ccccc1NC(C)=O)C(=O)c1ccccc1 (stereo unspecified),1.2,-1.9,x,-1.7,2.5,19.9,10.2,-2.4,0.0,16.5
COc1ccc2[nH]c(=O)c(CN(CC3CCCO3)C(=S)Nc3cccc(C)c3)cc2c1 (stereo unspecified),-1.1,-1.9,0.8,-2.8,3.3,10.7,-14.6,-1.2,-0.9,14.1
O=C(O)C1CCCCC1C(=O)NCCC(c1ccccc1)c1ccccc1 (stereo unspecified),2.9,-1.8,-3.0,-3.5,-7.0,7.5,-0.9,1.7,-0.1,8.9
COc1cc(/C=N/NC(=O)C2C3CCCCC32C)cc(Br)c1O (stereo unspecified),3.4,-3.5,1.8,-2.4,-2.6,27.2,-29.6,12.1,-2.4,8.0
O=C1NC(=O)C2(COC(c3ccncc3)OC2)S1 (stereo unspecified),-0.3,0.7,x,2.7,-2.4,4.5,5.2,5.4,-0.3,9.0
S=C(NCCc1ccccc1)N1CCN(Cc2ccc(Cl)c(Cl)c2)CC1,2.3,1.7,6.1,0.0,-62.2*,-6.6,-2.1,-10.2,-0.3,-69.9
